ELG1 genotoxic: qHTS screen for small molecules that induce genotoxicity in human embryonic kidney (HEK293T) cells expressing luciferase-tagged ELG1; 1.3% of 330,000 active; Potency, µM (series often up to 46 µM), for inactives: at the top dose activity change, positive = activation, hits mostly activators; AID 504466, 2011; HEK293T ELG1-luciferase reporter, luminescence, 16 h; note: potency is the fitted concentration of half-maximal effect; % of control where 0% means no effect; nearly all actives have a fitted effect of over 60% in size
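Cells (2,000/well) expressing the ELG1-luciferase fusion are dosed by pin tool and kept 16 hr at 37 °C, 5% CO2. Signal comes from ONE-Glo luciferase reagent after 30 min at room temperature.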
Rab9 prom act: qHTS Assay for Rab9 Promoter Activators. Huh7 Rab9 promoter-luciferase reporter, luminescence, 24 h. Potency, µM (series often up to 9.22 µM), without a hit: at the highest dose activation, negative = inhibition, hits mostly activators. 2.8% of 320,000 active; note: potency is the fitted concentration of half-maximal effect; % of control where 0% means no effect; nearly all actives have a fitted effect of over 60% in size
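Luminescence read-out: Huh7 cells stably expressing Rab9-luciferase, treated 24 h with compound at 37 °C, then lysed with luciferase reagent for 10 min at ambient before reading.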
NPC1 prom act: qHTS Assay for NPC1 Promoter Activators. Huh7 NPC1 promoter luciferase reporter, 24 h. Potency, µM (series often up to 9.22 µM), inactives show at the top dose activation, hits mostly activators. 2.4% of 320,000 active. AID 485313, 2010;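 note: potency is the fitted concentration of half-maximal effect; % of control where 0% means no effect; nearly all actives have a fitted effect of over 60% in size; reporter is driven by a mutant NPC1 promoter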
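Cells: Huh7 expressing luciferase under the NPC1 promoter, 1500/well. Seeded 2 h, compound added, incubated 24 h at 37 °C. Luciferase reagent, 10 min ambient, then luminescence.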
Giardia kill: Small Molecules that selectively kill Giardia lamblia: qHTS | 0.15% of 340,000 active | activity change, % at 7.66 µM, hits read low | Giardia lamblia trophozoite viability; in the data active = activity change below about -80%; inconclusive = between about -30% and that limit;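 note: parasites exposed to compound for two days anaerobically before the ATP read; % is set by controls: 0 for no effect and ±100 for the full control effect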
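Trophozoite viability was measured as ATP-dependent luminescence, read 15-30 min after reagent addition. Before that, parasites at 100 cells/well were exposed to compounds for 48 h, anaerobically, at 37 deg C.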
KCNH2 3.1 block: qHTS for Inhibitors of KCHN2 3.1: Mutant qHTS; AID 720553, 2013; U2OS KCNH2 3.1, thallium flux FluxOr; active compounds read low; 0.95% of 340,000 active; activity change, % (tested at about 1.8 µM);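 active = maximum activity change below -70%; inconclusive = maximum activity change from -70% to -50%; inactive = maximum activity change above -50%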;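 note: thallium influx rate constant from kinetic fluorescence after stimulation buffer; % is set by controls: 0 for no effect and ±100 for the full control effect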
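Measured as rate of thallium-driven FluxOr signal in transduced U2OS cells carrying the 3.1 channel, read kinetically for 2 min upon stimulation; values are rate constants scaled to DMSO control wells.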
FLuc modulator: qHTS profiling assay for firefly luciferase inhibitor/activator using purifed enzyme and Km concentrations of substrates (counterscreen for miR-21 project); Luciferin 4-monooxygenase (Photinus pyralis), P08659; purified FLuc, Km substrates, luminescence inhibition; Potency, µM (top dose mostly 57.5 µM), inactives show at the highest dose activity change, negative = inhibition, actives largely listed as inhibitors; 6.9% of 360,000 active; AID 588342, 2011;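 note: potency is the fitted concentration of half-maximal effect; plate controls were vehicle for no effect and reference inhibitor for full effect; nearly all actives have a fitted effect of over 55% in size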
Target sequence (P08659 whole entry, looked up): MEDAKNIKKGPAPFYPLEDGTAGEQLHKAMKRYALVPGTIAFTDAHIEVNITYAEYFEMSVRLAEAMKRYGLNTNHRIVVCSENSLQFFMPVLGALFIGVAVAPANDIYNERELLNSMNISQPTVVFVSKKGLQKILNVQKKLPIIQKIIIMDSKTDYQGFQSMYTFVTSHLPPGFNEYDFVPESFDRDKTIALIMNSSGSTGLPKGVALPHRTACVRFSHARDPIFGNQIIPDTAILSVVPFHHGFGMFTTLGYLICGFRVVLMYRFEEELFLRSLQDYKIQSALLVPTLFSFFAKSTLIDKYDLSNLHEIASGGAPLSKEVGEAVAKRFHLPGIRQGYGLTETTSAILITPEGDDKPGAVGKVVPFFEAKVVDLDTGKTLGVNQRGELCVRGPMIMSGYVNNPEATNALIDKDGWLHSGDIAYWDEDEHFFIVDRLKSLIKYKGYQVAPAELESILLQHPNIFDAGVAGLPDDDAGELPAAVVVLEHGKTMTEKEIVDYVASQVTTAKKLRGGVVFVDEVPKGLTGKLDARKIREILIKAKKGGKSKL
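Purified P. pyralis luciferase (10nM final) with 10uM D-luciferin and 10uM ATP (Km levels) in 50mM Tris acetate pH 7.5, 10mM Mg acetate, 0.01% Tween-20, 0.05% BSA; qHTS 6-point titration, ~60 µM downward; luminescence read.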
uPA surface inh: qHTS for Inhibitors of Cell Surface uPA Generation. cell surface uPA generation assay, qHTS. Potency, µM (doses to about 38.3 µM), for the others: at the highest dose activity change, negative = inhibition, actives largely listed as inhibitors. 0.31% of 330,000 active. AID 540303, 2011; active = well fitted inhibition curve with a large enough effect; inconclusive = small, poorly fitted or top-dose-only effect; inactive = no such curve, though single readings can be large or run the other way; tested in mouse RAW 264.7 cells; note: potency is the fitted concentration of half-maximal effect; % is set by controls: 0 for no effect and ±100 for the full control effect; nearly all actives have a fitted effect of over 55% in size
FBPA coupling cs: qHTS Assay for Inhibitors of Fructose-1,6-bisphosphate Aldolase from Giardia Lamblia: Coupling assay counterscreen | coupling enzyme system counterscreen, AmpLite Red fluorescence | activity change, negative = inhibition, % at 58.2 µM, hits read low | 0.67% of 290,000 active | AID 2472, 2010; in the data active = activity change below about -30%; note: % is set by controls: 0 for no effect and ±100 for the full control effect
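Activity here indicates interference with the coupling reaction, not aldolase inhibition. Compounds at 57.5 uM final met coupling enzymes for 10 min at RT; substrate and AmpLite Red detection followed, with a 525/598 nm fluorescence read after 20 min.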
Gal4-VP16 FLuc: VP16 counterscreen qHTS for inhibitors of ROR gamma transcriptional activity | 3.5% of 310,000 active | Potency, µM (top dose mostly 53.6 µM), inactives show top-dose activity, negative = inhibition, hits mostly inhibitors | Drosophila S2 Gal4-VP16 UAS-luciferase, luminescence, 20 h;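 note: Gal4-VP16 expression switched on by copper sulfate through the metallothionein promoter; potency is the fitted concentration of half-maximal effect; % is set by controls: 0 for no effect and ±100 for the full control effect; nearly all actives have a fitted effect of over 50% in size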
Tb PFK inh: qHTS Assay to Find Inhibitors of T. brucei phosphofructokinase; ATP-dependent 6-phosphofructokinase (Trypanosoma brucei brucei), O15648; T. brucei PFK, ADP-Glo luminescence; 0.17% of 330,000 active; Potency, µM (titrated, usually from 57.5 µM), without a hit: at the highest dose activity, negative = inhibition, most hits filed as inhibitors;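 note: potency is the fitted concentration of half-maximal effect; 0% = uninhibited 1x PFK enzyme wells and -100% = no-enzyme wells; nearly all actives have a fitted effect of over 60% in size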
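Activity is normalized to no-enzyme wells (full inhibition) and 1.25 nM enzyme wells (no inhibition). Reaction: 0.5 mM F6P, 0.1 mM ATP, 45 min RT, ADP-Glo luminescence; concentration-response curves fitted and classed by quality.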
RORgamma inh: qHTS for inhibitors of ROR gamma transcriptional activity; Drosophila S2 Gal4-RORgamma UAS-luciferase reporter, 20 h; Potency, µM (titrated, usually from 53.6 µM), for the others: at the top dose activity change, negative = inhibition, hits mostly inhibitors; 5.4% of 310,000 active; AID 2551, 2010; note: potency is the fitted concentration of half-maximal effect; % is set by controls: 0 for no effect and ±100 for the full control effect; nearly all actives have a fitted effect of over 60% in size
Target sequence (P51450 whole entry, looked up, the tested form may be a part): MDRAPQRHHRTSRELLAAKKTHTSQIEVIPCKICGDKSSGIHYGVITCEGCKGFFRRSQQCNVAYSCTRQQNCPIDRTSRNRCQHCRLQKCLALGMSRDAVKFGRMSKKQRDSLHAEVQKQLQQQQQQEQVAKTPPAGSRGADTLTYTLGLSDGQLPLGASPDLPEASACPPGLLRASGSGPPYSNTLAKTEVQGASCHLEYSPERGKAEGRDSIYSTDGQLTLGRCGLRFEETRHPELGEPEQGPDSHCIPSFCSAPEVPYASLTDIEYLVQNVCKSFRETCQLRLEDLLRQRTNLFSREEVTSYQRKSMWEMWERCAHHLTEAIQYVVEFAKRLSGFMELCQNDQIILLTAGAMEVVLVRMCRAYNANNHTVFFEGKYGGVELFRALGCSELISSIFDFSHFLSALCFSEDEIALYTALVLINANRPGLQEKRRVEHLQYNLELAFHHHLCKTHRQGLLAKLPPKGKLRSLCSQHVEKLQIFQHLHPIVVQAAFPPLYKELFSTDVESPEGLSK
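Stably transfected Drosophila Schneider cells are the test system, with ROR gamma fused to Gal4 and luciferase under UAS control; luminescence is read after 20 hr of 700 uM copper sulfate induction at ambient temperature.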
Numbers without * were called inactive; ? = inconclusive; · = not tested or not shown; & = joins results of further samples; [ ] = dose if it differs, or a comment. Unless noted, calls come from the whole dose curve; as a rule, active = well fitted curve in the direction sought with a large enough effect; inconclusive = small, poorly fitted or top-dose-only effect, or another doubt; inactive = no such curve, though single readings can be large; an effect the other way counts as inactive or inconclusive.

SMILES	ELG1 genotoxic	Rab9 prom act	NPC1 prom act	Giardia kill	KCNH2 3.1 block	FLuc modulator	uPA surface inh	FBPA coupling cs	Gal4-VP16 FLuc	Tb PFK inh	RORgamma inh
CCOC(=O)C1(CCOc2ccccc2)CCN(CC(O)CO)CC1 (stereo not given)	-4%	2%	0%	12	0	0%	4%	2	-2%	2%	-35%
O=c1cc(N2CCOCC2)[nH]c(=O)n1C1CCCCC1	2%	0%	2%	14	-2	0%	-1%	-1	3%	-1%	0%
Cc1nc(-c2ccc(S(=O)(=O)N3CCN(C(c4ccccc4)c4ccccc4)CC3)s2)cs1	-3%	4%	0%	-2	-12	1%	6%	-2	8%	2%	-1%
O=c1[nH]c(NNC(=S)NC2CCCCC2)nc2c1C1(CCCC1)Cc1ccccc1-2	0%	-3%	-1%	5	2	1%	-1%	-2	25µM*	0%	2.8µM*
Cc1ccc(CN2C(=O)N/C(=C/c3ccc4c(c3)n(C)c(=O)n4C)C2=O)cc1	?	-3%	-11%	·	·	-5%	·	-4	-16%	0%	?
Clc1ccc(-n2cccc2CN2CCc3c([nH]c4ccccc34)C2c2ccccn2)nc1 (stereo not given)	-6%	-3%	-3%	41[activator]	-38	-10%	2%	-10	-6%	3%	13µM*
CCOc1ccc(-c2cc(C(=O)N/N=C(\C)c3cccnc3)c3ccccc3n2)c(OCC)c1	-11%	-1%	2%	-9	-1	?	-17%	1	?	-3%	?
Cc1cc(C(=O)COC(=O)c2ccccc2O)c(C)n1CC1CCCO1 (stereo not given)	-9%	-29%	-27%	-15	-5	0.085µM*	?	·	·	-2%	·
CNC(=S)N/N=C(\C)c1cccc([N+](=O)[O-])c1	0%	-4%	-4%	-8	-3	0%	0%	2	4.5µM*	3%	3.5µM*
CSc1ccc(Cl)c(C(=O)NCC(C)C)c1	2%	0%	6%	11	0	0%	5%	0	8%	-6%	9%
CCC/C=C1/CCCOC(C(=O)NCCN2CCOCC2)(C(F)(F)F)C1 (stereo not given)	·	·	·	4&18	9	·	-2%	0	0%	·	14%
O=S(=O)(Nc1ccccc1)c1ccc(NS(=O)(=O)c2c(F)cccc2F)cc1	0%	1%	12%	0	-8	-1%	9%	1	-15%	3%	0%
CCOC(=O)c1cc(NC(=O)N(C(C)C)C2CCCCC2)c(C)nc1C	0%	6%	0%	-14	6	-1%	3%	0	0%	0%	37%
CCCn1c(SCC(=O)NC2CCCc3ccccc32)n[nH]c1=O (stereo not given)	-4%	18%	0%	-11	-9	-1%	·	1	-28%	-7%	-3%
CC[C@]1(c2ccccc2C)ON(c2ccccc2C(F)(F)F)C1=O	-1%	-4%	-3%	-3	-10	0%	-13%	·	·	-11%	·
O=C(N/N=C/c1ccc(OCc2ccccc2)cc1)c1ccco1	19%	2.8µM*	?	7	-14	?	4%	0	-2%	0%	?
COc1ccc(NS(=O)(=O)c2ccc(O)c(C(=O)OCC(=O)Nc3ccc4c(c3)OCCO4)c2)cc1	1%	-9%	7%	14	0	-13%	4%	1	-1%	-2%	?
O=C1CSC(c2cccc(F)c2)N1c1c(F)cccc1F (stereo not given)	0%	-3%	-1%	-21	10	-1%	-1%	3	2%	0%	7%
O=C(NNC(=O)c1cccs1)c1csc(N2CCOCC2)n1	2%	-1%	2%	11	-14	-17%	3%	·	·	1%	·
CCCCn1c(CN2CCN(c3ccccc3)CC2)nc2c1c(=O)n(C)c(=O)n2C	?	-27%	-16%	-19	-7	6%	-20%	1	6.3µM*	-1%	-7%
Cn1c(SCC(=O)Nc2ccccc2)nc2ccccc2c1=O	-3%	-8%	-3%	0	4	-1%	0%	3	?	-1%	?
CCCC(=O)Nc1cccc(C(=O)Nc2nccs2)c1	-2%	8%	0%	-7	7	-14%	1%	3	-4%	0%	-15%
O=C(COC(=O)C1CCCCC1)Nc1ccccc1OC(F)F	0%	-3%	-4%	-24	3	24µM*	3%	1	-3%	-2%	-10%
CCCCNC(=O)CCN1N=C(c2ccccc2)CCC1=O	2%	-3%	-2%	-16	22	3%	5%	-1	-13%	2%	6%
Cc1cc(C)c(C(N)=O)c(NC(=O)Nc2ccccc2)n1	8%	1%	-4%	-13	-3	-1%	·	0	-4%	0%	5%
SMILES	ELG1 genotoxic	Rab9 prom act	NPC1 prom act	Giardia kill	KCNH2 3.1 block	FLuc modulator	uPA surface inh	FBPA coupling cs	Gal4-VP16 FLuc	Tb PFK inh	RORgamma inh
COCCN1CCC(CNCc2cn[nH]c2-c2ccc(C)c(C)c2)C1 (stereo not given)	0%	-5%	-3%	-29	5	0%	-5%	1	-4%	1%	-8%
O=C(Nc1ccccc1)OC(CN1CCCCC1)C(F)(F)F (stereo not given)	4%	5%	9%	29	17	-13%	6%	-2	8%	2%	3%
C#CCOCCOCCOCCNc1nc(N2CCN(C(=O)[C@H](CCC(=O)O)n3cc(C(N)Cc4ccc(O)cc4)nn3)CC2)nc(N2CCN(C(=O)[C@H](Cc3ccc(O)cc3)n3cc(C(N)[C@H](C)CC)nn3)CC2)n1 (stereo not given in full)	-1%	-4%	5%	·	·	1%	·	10	-2%	-17%	?
Cc1ccc(C(c2sc3nc(C)nn3c2O)N2CCN(c3ccccc3F)CC2)cc1 (stereo not given)	1%	-8%	2%	13	-27	3%	-3%	2	1%	-2%	-10%
O=C1c2ccccc2C(=O)N1Cc1nc2ccccc2c(=O)n1CCCn1ccnc1	4%	-1%	-2%	8	-5	-2%	-1%	3	2%	-10%	-11%
Cc1ccc(C(=O)NCCNc2nc3cc(C)c(C)cc3cc2C)cc1	?	-7%	-3%	6	·	-3%	2%	0	-6%	2%	11%
CC(C)(C)NC(=O)c1ccccc1NC(=O)C1CCCO1 (stereo not given)	-2%	-9%	-7%	2	·	-1%	-1%	-1	0%	1%	-3%
O=C(Nc1ccncc1)c1ccc2c(c1)S(=O)(=O)c1ccccc1C2=O	-11%	-20%	-14%	-1	0	2%	6%	4	-7%	10%	13%
Cc1ccc(C(=O)OC(C)C(=O)NC2CCCCC2C)s1 (stereo not given)	0%	-5%	-2%	-8	17	1%	8%	·	·	1%	·
N#CC1=C(N)Oc2cc(O)ccc2C1c1ccc(Br)s1 (stereo not given)	3%	2%	1%	18	-9	0%	2%	-2	4%	1%	?
CCOC(CCNC(=O)c1cn(C)c(=O)c2c1c1ccccc1n2C)OCC	-2%	0%[1.84 µM]	-1%	?	-2	-1%	1%	-3	-2%	4%	0%
CCOC(=O)c1nnn(-c2nonc2N)c1CSc1ccccn1	0%	2%	-1%	13	14	0%	-1%	1	-4%	-1%	-12%
COc1cc([N+](=O)[O-])ccc1-c1ccc(/C=N/NC(N)=O)o1	0%	-2%	0%	-1	8	1%	-2%	2	-5%	4%	0%

Exported with each value named: four of the compounds above
Cc1ccc(C(=O)NCCNc2nc3cc(C)c(C)cc3cc2C)cc1
  ELG1 genotoxic: ?
  Rab9 prom act: -7%
  NPC1 prom act: -3%
  Giardia kill: 6
  KCNH2 3.1 block: ·
  FLuc modulator: -3%
  uPA surface inh: 2%
  FBPA coupling cs: 0
  Gal4-VP16 FLuc: -6%
  Tb PFK inh: 2%
  RORgamma inh: 11%

CC(C)(C)NC(=O)c1ccccc1NC(=O)C1CCCO1 (stereo not given)
  ELG1 genotoxic: -2%
  Rab9 prom act: -9%
  NPC1 prom act: -7%
  Giardia kill: 2
  KCNH2 3.1 block: ·
  FLuc modulator: -1%
  uPA surface inh: -1%
  FBPA coupling cs: -1
  Gal4-VP16 FLuc: 0%
  Tb PFK inh: 1%
  RORgamma inh: -3%

O=C(Nc1ccncc1)c1ccc2c(c1)S(=O)(=O)c1ccccc1C2=O
  ELG1 genotoxic: -11%
  Rab9 prom act: -20%
  NPC1 prom act: -14%
  Giardia kill: -1
  KCNH2 3.1 block: 0
  FLuc modulator: 2%
  uPA surface inh: 6%
  FBPA coupling cs: 4
  Gal4-VP16 FLuc: -7%
  Tb PFK inh: 10%
  RORgamma inh: 13%

Cc1ccc(C(=O)OC(C)C(=O)NC2CCCCC2C)s1 (stereo not given)
  ELG1 genotoxic: 0%
  Rab9 prom act: -5%
  NPC1 prom act: -2%
  Giardia kill: -8
  KCNH2 3.1 block: 17
  FLuc modulator: 1%
  uPA surface inh: 8%
  FBPA coupling cs: ·
  Gal4-VP16 FLuc: ·
  Tb PFK inh: 1%
  RORgamma inh: ·
